XiGFP reactiv – activators of inactive X chromosome reactivation, primary screen, imaging, XiGFP fibroblasts, GFP high-content imaging, set 2; XiGFP mouse fibroblasts, % GFP-positive cells imaging, 3 d; cells co-treated with 5-aza-dC sensitizer; scaled so ellipticine positive control = 100%; 360,000 compounds, 0.055% hits; AID 743238, 2013; activation, % at 7.58 µM;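 active = mean normalized replicate activation at least 10% and every replicate at or above 10%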;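 also: 0% = median of on-plate neutral control wells and 100% = ellipticine 6 µM median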
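material = 68-5-11 XiGFP fibroblast line | medium = DMEM plus 5-aza-dC sensitizer | schedule = 3 days compound exposure | benchmarks = positive control ellipticine, 6 µM final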
E-sel inducer – E-selectin induction in HUVECs, primary screen, imaging, HUVEC, immunofluorescence imaging, single point; P16581; normalized: neutral wells 0, TNF-alpha wells 100; AID 686992, 2013; activation, % at 7.58 µM; 260,000 compounds, 0.37% hits;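 active = mean E-selectin-positive cell signal at least 10% of the positive control, reached in at least 60% of replicates, without over 20% cell loss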;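 also: in these data hits start at about 27%; measured in HUVEC primary endothelial cells; signal is the percent of cells scored E-selectin positive by PE staining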
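Material: HUVEC primary endothelial cells; Amount: 3,000 cells per well; Dosing: single concentration; Medium: EGM-2 growth medium on 0.1% gelatin-coated wells; Read-out basis: percent E-selectin-positive cells; Signal: immunofluorescence imaging; Control set: TNF-alpha, DMSO.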
RAD54 branch – inhibitors of human RAD54 branch migration, primary screen, biochemical, fluorescence, single point | DNA repair and recombination protein RAD54-like (Homo sapiens), Q92698 | RAD54 Holliday junction branch migration, FAM/BHQ fluorescence | inhibition, % at 10.4 µM | 360,000 compounds, 0.14% hits | AID 602329, 2012;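 active = mean normalized replicate activity at least 40 and at least half of replicates scoring 40 or more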;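 also: 0% = median of neutral control wells and 100% = median of positive control wells; inhibitors cause a drop in the FAM fluorescence signal; in these data hits start at about 50%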
S100A4 MyoIIA – inhibitors of S100A4-myosin IIA peptide binding, primary screen, biochemical, fluorescence polarization, TAMRA-MyoIIA peptide; Protein S100-A4 (Homo sapiens), P26447; inhibition, % at 10.7 µM; 360,000 compounds, 0.14% hits; AID 652163, 2013;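 active = mean inhibition of at least 70% across replicates, with every replicate also reaching that level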
Target sequence (P26447 whole entry, looked up): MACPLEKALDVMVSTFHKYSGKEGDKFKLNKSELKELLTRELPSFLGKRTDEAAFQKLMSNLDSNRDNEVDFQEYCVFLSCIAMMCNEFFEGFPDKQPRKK
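Material: S100A4 monomer protein | Medium: HEPES pH 7.2 with CaCl2, KCl, NaCl, DTT, Triton | Reagent: Labelled myosin peptide probe, 5 nM | Doses: One dose per compound | Times: 5 min incubation before reading | Benchmarks: Neutral control DMSO, positive control TFP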
esBAF inh – Bmi1 luciferase reporter increase in mESCs, primary screen, esBAF inhibitor project, mouse ES cells, Bmi1 luciferase knock-in, single point | AID 602393, 2012 | 350,000 compounds, 2% hits | 24 h; 100% = twice the neutral-well signal | reporter increase, % at 12.5 µM; in the data active = activation above about 40%;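 also: 0% = median of the plate's neutral control wells and 100% = double that signal; a rise in the Bmi1 reporter signal indicates esBAF inhibition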
ERAP1 HTS inh – human ERAP1 aminopeptidase inhibitors, primary screen, biochemical, single point, plate reader. Endoplasmic reticulum aminopeptidase 1 (Homo sapiens), Q9NZ08. recombinant ERAP1, Leu-AMC fluorescence, 60 min. inhibition, % at 10.7 µM. 340,000 compounds, 0.15% hits. AID 652197, 2013;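 active = mean replicate inhibition of at least 30%, or all replicates individually reaching that 30% level; inactive = mean below 30% and not every replicate reaching it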;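 also: 0% = neutral control wells and 100% = L-leucinethiol positive control wells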
ERp5 block – inhibitors of ERp5-driven insulin aggregation, primary screen, biochemical, turbidity, absorbance 650 nm, single point; 350,000 compounds, 0.05% hits; 90 min; inhibition, % at 9.99 µM; Protein disulfide-isomerase A6 (Homo sapiens), Q15084;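 active = mean replicate inhibition above about 25%, with every replicate also reaching it, limit read from the data, passing the limit was not always enough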
Target sequence (Q15084 whole entry, looked up): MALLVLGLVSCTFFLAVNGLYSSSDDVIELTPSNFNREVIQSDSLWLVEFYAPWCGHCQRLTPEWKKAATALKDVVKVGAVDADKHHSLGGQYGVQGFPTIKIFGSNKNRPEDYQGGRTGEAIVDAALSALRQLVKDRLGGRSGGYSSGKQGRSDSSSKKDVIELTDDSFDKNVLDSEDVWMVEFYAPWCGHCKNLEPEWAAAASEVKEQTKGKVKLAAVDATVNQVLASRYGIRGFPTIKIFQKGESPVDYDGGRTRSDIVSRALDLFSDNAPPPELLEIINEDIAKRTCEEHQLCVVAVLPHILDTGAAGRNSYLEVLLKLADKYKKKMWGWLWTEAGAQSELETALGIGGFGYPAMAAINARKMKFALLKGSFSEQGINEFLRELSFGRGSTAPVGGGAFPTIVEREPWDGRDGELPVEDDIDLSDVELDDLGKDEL
RAD52 inh – RAD52 DNA annealing inhibitors, primary screen, biochemical, FRET, single point, set 2; AID 651710, 2012; recombinant RAD52 DNA annealing, FRET fluorescence; inhibition, % at 18.7 µM; 360,000 compounds, 0.46% hits;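 active = every replicate showing at least 50% inhibition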
Target sequence (P43351 whole entry, looked up): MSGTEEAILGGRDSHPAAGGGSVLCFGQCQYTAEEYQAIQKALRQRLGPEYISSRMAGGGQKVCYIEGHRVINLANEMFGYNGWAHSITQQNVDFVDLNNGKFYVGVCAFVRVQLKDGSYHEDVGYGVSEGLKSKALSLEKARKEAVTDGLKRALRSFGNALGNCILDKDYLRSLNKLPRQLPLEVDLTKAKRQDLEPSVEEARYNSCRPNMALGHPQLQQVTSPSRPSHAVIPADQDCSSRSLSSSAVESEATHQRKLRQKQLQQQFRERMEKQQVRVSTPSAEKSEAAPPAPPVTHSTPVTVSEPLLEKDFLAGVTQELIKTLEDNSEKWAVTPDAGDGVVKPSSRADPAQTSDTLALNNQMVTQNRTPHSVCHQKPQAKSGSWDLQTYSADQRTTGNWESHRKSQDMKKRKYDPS
Numbers without * were called inactive; · = no result given; & = joins results of further samples.

item	SMILES	XiGFP reactiv	E-sel inducer	RAD54 branch	S100A4 MyoIIA	esBAF inh	ERAP1 HTS inh	ERp5 block	RAD52 inh
1	C[C@@H]1CN([C@H](C)CO)C(=O)c2cc(NC(=O)Nc3ccc4c(c3)OCO4)ccc2O[C@H]1CN(C)C(=O)Nc1ccc2c(c1)OCO2	0.1	0.7	-4	12	2	-1	-4	-7
2	COc1cc(CN2CCNC(=O)C2CC(=O)N(Cc2nccn2C)C(C)C)cc(OC)c1 (configuration not stated)	-0.3	·	·	1	·	-2	4	-23
3	CCc1nnc(NC(=O)CCC(=O)NC2CCCc3ccccc32)s1 (configuration not stated)	0.0	-2.6	·	-6	·	-2	1	-15
4	O=C(CC(F)(F)F)N1C[C@H]2[C@@H](c3ccccc31)[C@@H](CO)N2Cc1cccnc1	0.0	0.1	-9	-6	-4	-1	4	-32
5	O=C(c1ccc(Br)o1)N1CCN(Cc2ccccc2Cl)CC1	0.2	·	4	-3	4	-4	-2	6
6	COc1ccc(NC(C)=O)cc1S(=O)(=O)Nc1ccc(C(=O)N2CCCC2)cc1	0.1	·	·	-2	0	1	-2	-5
7	CCCN(C)C[C@H]1OCCCC[C@@H](C)Oc2ccc(NC(=O)Nc3c(C)noc3C)cc2C(=O)N([C@H](C)CO)C[C@@H]1C	0.0	0.0	-6	-17	-3	-1	5	23
8	C[C@@H]1CN([C@@H](C)CO)S(=O)(=O)c2ccc(/C=C/c3ccccc3)cc2O[C@H]1CN(C)C(=O)NC1CCCCC1	0.6	·	7	-9	1	2	1	15
9	CC(/C=C1\SC(=S)N(NC(=O)c2ccc(O)cc2)C1=O)=C\c1ccccc1	0.0	·	·	3	·	0	1	-13
10	CCN(c1ccccc1)S(=O)(=O)c1ccc(C(=O)Nc2nnc(-c3ccco3)o2)cc1	6.2	·	·	5	-1	11	2	-4
11	COc1ccc(-c2csc(NC(=S)NC(=O)/C=C/c3ccccc3)n2)cc1Br	0.1	0.1	·	-1	·	-5	-1	-13
12	CC(=O)N1CCOc2ccc(S(=O)(=O)NCc3ccccc3Cl)cc21	0.2	-0.1	·	2	4	-2	1	1
13	CN(C)CCNC(=O)NC(=O)c1ccc(Cl)cc1	2.9	-0.2	-6	·	4	·	·	·
14	O=c1c2cc(Cl)ccc2nc(-c2ccc([N+](=O)[O-])cc2)n1O	0.0	·	·	-3	·	0	2	3
15	CC12CCC(=O)N1C(C(=O)Nc1nc3c(F)cc(F)cc3s1)CS2 (configuration not stated)	0.2	-0.3	-14	-1	10	-2	2	-12
16	C/C(=N\N(C)C)c1ccc(OCCOc2ccc([N+](=O)[O-])cc2)cc1	0.1	·	0	-6	9	2	1	-7
17	O=C(COC(=O)C1CC2CCCC(C1)C2=O)NNC(=O)c1ccccc1Br (configuration not stated)	0.3	·	3	7	-4	4	-5	-8
18	N#CCCN(C(=O)COc1ccc(F)cc1Br)c1ccccc1F	0.0	·	6	1	17	-13	0	-11
19	CS(=O)(=O)N1CC2(C1)[C@H](c1ccccc1)[C@@H](CO)N2C(=O)c1ccccc1	-0.1	0.0	·	-3	·	-3	3	14
20	Cc1nnc(N/N=C/c2c(Cl)cccc2Cl)n1N	0.0	·	·	-3	-1	-2	1	-33
21	Cc1ccc(S(=O)(=O)Cn2nnnc2C(C(C)C)N2CCC(O)CC2)cc1 (configuration not stated)	-0.1	·	3	-4	6	1	6	-60
22	O=C(Nc1cccnc1)c1ccc(Cl)c(S(=O)(=O)N2CCc3ccccc32)c1	0.0	1.5	·	-1	·	3	-2	-6
23	Cc1ccc(S(=O)(=O)N2CCN(c3ccc([N+](=O)[O-])c(NCCN4CCOCC4)c3)CC2)cc1	0.0	·	5	-3	·	-2	8	-5
24	CC(C)NC(=O)N(C)C[C@H]1Oc2c(NS(=O)(=O)c3ccccc3)cccc2C(=O)N([C@H](C)CO)C[C@@H]1C	-0.1&0.1	10&0.0	-8&-8	3&16	4&-8	0&2	0&-2	14&-20
25	Cc1cccc(N(CC(=O)NCc2ccc(F)cc2)C(=O)c2ccco2)c1	0.1	·	3	4	10	0	-5	-10
26	COc1ccc(NC(=O)CSc2nc(=O)n(CCN(C)C)c3c2CCCC3)cc1	0.0	0.1	·	23	·	-8	-2	-2
27	CC(=O)c1cccc(NC(=O)N(c2ccccc2)c2ccccc2)c1	2.2	·	-2	-1	1	-1	0	-3
28	CCCCCCCC(=O)OC(CN1CCCCC1)CN1CCCC1=O (configuration not stated)	·	·	·	-2	·	2	-5	-7
29	CC(=O)N(C)C[C@@H]1Oc2cc(-c3ccccc3)ccc2S(=O)(=O)N([C@H](C)CO)C[C@@H]1C	-0.2	2.5	-5	6	-2	-1	1	-8
30	Cc1ccccc1OCC(=O)NCC(C)(C)N1CCOCC1	0.3	-0.5	-5	-9	-3	-2	0	12

Next section
Value order: XiGFP reactiv, E-sel inducer, RAD54 branch, S100A4 MyoIIA, esBAF inh, ERAP1 HTS inh, ERp5 block, RAD52 inh
31: COc1ccc(S(=O)(=O)N2Cc3ccccc3CC2C(=O)Nc2ccc(O)cc2)cc1OC (configuration not stated)
 : 0.0, 3.2, -6, 2, -4, -2, -1, -1
32: CO[C@H]1CN(C)C(=O)c2cc(NS(=O)(=O)CC(F)(F)F)ccc2OC[C@@H](C)N(Cc2ccccn2)C[C@@H]1C
 : -0.2, 0.4, -2, 2, -3, 2, -6, 1
33: O=C1/C(=C/c2cccnc2)CCc2c1[nH]c1ccccc21
 : 0.0, 0.3, ·, -11, ·, -4, 0, -15
34: COc1ccc(-n2cnc3c(N)nc(N)nc32)cc1
 : 0.0, 0.2, 5, -11, 8, -5, 5, -10
35: Cc1ccc(NC(=S)NCc2ccc(F)cc2)cc1
 : 0.0, -0.6, -10, -8, 5, -5, 1, 8
36: C/C(=N\NC(=O)CCn1nnc2ccccc21)c1cccs1
 : 0.0, ·, 3, -6, ·, ·, -3, -8
37: COc1ccc(NC(=O)c2c[nH]c(=O)n(-c3ccc(C)c(C)c3)c2=O)cc1OC
 : 0.0, -1.2, 6, 14, -1, 1, -2, -1
38: Cc1noc(C)c1S(=O)(=O)Nc1ccc2c(c1)CC(=O)N([C@@H](C)CO)C[C@@H](C)[C@@H](CN(C)Cc1ccc(-c3ccccc3)cc1)O2
 : 0.7, 0.6, ·, 1, 0, 3, 9, 7
39: O=C(O)c1cccc(S(=O)(=O)Nc2ccc(OCc3ccccc3)cc2)c1
 : 0.1, 0.0, -3, -4, -8, -1, 8, -10
40: CC(C)c1ccc(-n2cnn(-c3ncccc3[N+](=O)[O-])c2=O)cc1
 : 0.0, 11, ·, -3, ·, -1, -1, -7

Reprinted at random: 3 records from the list
Value order: XiGFP reactiv, E-sel inducer, RAD54 branch, S100A4 MyoIIA, esBAF inh, ERAP1 HTS inh, ERp5 block, RAD52 inh
28: CCCCCCCC(=O)OC(CN1CCCCC1)CN1CCCC1=O (configuration not stated)
 : ·, ·, ·, -2, ·, 2, -5, -7
29: CC(=O)N(C)C[C@@H]1Oc2cc(-c3ccccc3)ccc2S(=O)(=O)N([C@H](C)CO)C[C@@H]1C
 : -0.2, 2.5, -5, 6, -2, -1, 1, -8
3: CCc1nnc(NC(=O)CCC(=O)NC2CCCc3ccccc32)s1 (configuration not stated)
 : 0.0, -2.6, ·, -6, ·, -2, 1, -15

Results in RAD54 branch and ERp5 block, for 2 of the compounds above:
| # | structure | RAD54 branch | ERp5 block |
| --- | --- | --- | --- |
| 35 | Cc1ccc(NC(=S)NCc2ccc(F)cc2)cc1 | -10 | 1 |
| 36 | C/C(=N\NC(=O)CCn1nnc2ccccc21)c1cccs1 | 3 | -3 |

The listing continues.
Value order: XiGFP reactiv, E-sel inducer, RAD54 branch, S100A4 MyoIIA, esBAF inh, ERAP1 HTS inh, ERp5 block, RAD52 inh
41: O=C(Nc1cccc(S(=O)(=O)N2CCOCC2)c1)c1cc2ccccc2o1
 : -0.2, -0.2, 1, 0, 18, ·, 0, -28
42: Cc1ccc(C(=O)N2CCCC(N3CCN(c4ccccc4F)CC3)C2)s1 (configuration not stated)
 : 0.0, 1.4, -3, -3, -3, -3, 3, -8
43: CN(C)/C=C(\C#N)C(=O)N/N=C/c1ccccc1
 : 0.1, ·, ·, 2, ·, -1, 0, -6
44: CCOC(=O)c1cnn(-c2ccccc2)c1-c1ccncc1
 : -0.1, 0.0, -3, -2, -4, 0, 2, -17
45: O=C(Nc1ccc(S(=O)(=O)Nc2ncccn2)cc1)c1ccc2ncsc2c1
 : 0.0, 3.1, ·, -6, -10, 3, 1, -68
46: Cc1ccc(S(=O)(=O)N(C)C[C@@H]2OCCCC[C@@H](C)Oc3ccc(NS(=O)(=O)c4ccccc4)cc3C(=O)N([C@H](C)CO)C[C@@H]2C)cc1
 : 0.0, 0.1, -23, -6, -3, 1, 4, 13
47: COc1ccc(S(=O)(=O)N2CC[C@H]3[C@H](CO)Nc4ccc(Br)cc4[C@H]32)cc1
 : 0.3, -0.2, -5, ·, -4, ·, 1, -2
48: CCc1ccc(NC(=O)CC2C(=O)N(c3ccc(C)cc3)C(=O)N2CCc2ccncc2)cc1 (configuration not stated)
 : 0.0, ·, ·, 3, 0, 0, -3, -28
49: Cc1ccccc1-n1c(C)nnc1SCC(=O)N(C)C1CCS(=O)(=O)C1 (configuration not stated)
 : 0.0, ·, ·, 9, ·, 1, 5, -2
50: O=C(CCc1ccc(O)cc1)c1c(O)cc(O)cc1O[C@@H]1O[C@H](CO)[C@@H](O)[C@H](O)[C@H]1O
 : 0.1, 0.2, 8, 0, 1, 0, 1, 2

Additional entries follow.
Value order: XiGFP reactiv, E-sel inducer, RAD54 branch, S100A4 MyoIIA, esBAF inh, ERAP1 HTS inh, ERp5 block, RAD52 inh
51: COCCn1c(SCC(=O)Nc2cccnc2Cl)nc2cc(Cl)ccc2c1=O
 : 0.4, ·, 6, 2, -5, 0, 6, -8
52: O=C(Cc1ccccc1)Nc1ncccn1
 : 0.0, -0.2, 5, -2, 2, -2, 6, -10
53: Cc1ccc(/C=C2/SC(=S)N(CCCC(=O)Nc3ccc(O)cc3)C2=O)cc1
 : 0.1, ·, ·, 3, -89, 7, -4, -10
54: Cc1ccc(S(=O)(=O)N(C)C[C@H]2Oc3c(NC(=O)c4cc(C)nn4C)cccc3C(=O)N([C@@H](C)CO)C[C@@H]2C)cc1
 : -0.2, -0.3, -6, -6, -1, -2, 8, -1
55: CC(C)NC(=O)Nc1ccc2c(c1)C(=O)N([C@@H](C)CO)C[C@H](C)[C@H](CN(C)S(=O)(=O)c1ccc(Cl)cc1)OCCCC[C@@H](C)O2
 : 0.4, ·, -6, -8, 2, 2, 5, 1
56: COc1ccc(NC(=O)N(Cc2cc3ccc(OC)cc3[nH]c2=O)CC2CCCO2)cc1 (configuration not stated)
 : 0.0, ·, ·, -4, ·, 1, 2, -10
57: Cc1cccc(-c2cccc(NC(=O)C3CCCN(C(=O)c4ocnc4C)C3)c2)c1 (configuration not stated)
 : 0.3, 0.1, -9, -1, ·, -1, -17, -33

Bioassay records from PubChem.
